Screening data as filed in PubChem BioAssay.
T cell HTS: modulators of CD8 T cell-vesicle binding, primary screen, mouse 2C CD8+ T cells, flow cytometry. 2C CD8+ T cell-vesicle binding; stronger effect = lower value. calls only at 7 µM. 330,000 tested, 0.068% active. AID 2052, 2009;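 active = response, share of CD8 T cells binding vesicles, and their 90th percentile fluorescence all below set limits, cut at about 80% in these data, passing the limit was not always enough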
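System: murine 2C transgenic CD8+ T lymphocytes; also added: QL9-loaded Drosophila micro-vesicles; times: binding 1.5 h at 37 °C; measured by: flow cytometry, PE anti-B7-1 (FL2) versus Alexa647 anti-CD8 (FL8), PFA-fixed; control set: Peptide-free naked vesicles (low) and QL9 vesicles with 0.7% DMSO vehicle (high)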
Lipid droplet: inhibitors of hepatocyte lipid droplet formation, primary screen, imaging, high-throughput imaging, BODIPY stain. AML12 mouse hepatocytes, oleate lipid droplets. 240,000 tested, 0.4% active. AID 1656, 2009. inhibition, % at 6.5 µM;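 active = lipid droplet intensity inhibited by at least 50%, with more than 500 cells counted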
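Assay system: AML12 mouse liver cells | Compound: 6.5 µM single-point dosing | Schedule: Overnight exposure | Technique: Fluorescence imaging, 20x objective, two fields per well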
Lipid droplet cells 6.5 µM: further read-out of Lipid droplet, marked with its call; cell count; measured here: cell count, cytotoxicity flag;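 cells counted across two imaged fields per well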
T cell HTS vesicle-bound %: also measured in T cell HTS; calls as there; double positive events, %; measured here: CD8+ vesicle-bound cell fraction;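 binding gate set so that unloaded-vesicle control wells show 10% double positive cells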
Starred values were filed as active, the others as inactive; i = inactive; & = joins results of further samples.

molecule | T cell HTS | T cell HTS vesicle-bound % | Lipid droplet | Lipid droplet cells 6.5 µM
CC(C)[C@@H]1COC(c2cccc(C3=N[C@H](C(C)C)CO3)n2)=N1 | i | 23.4 | -3.1 | 777
CCCN1CCN(C(=O)C(C)n2nc(C)c3sc4ccccc4c3c2=O)CC1 (stereo unspecified) | i | 38.1 | -4.4 | 752
COc1ccc(/C=C2\SC(=O)N(CCCC(=O)Nc3ccc(C(=O)O)cc3)C2=O)cc1OC | i | 33.5 | -31.6 | 674
COc1ccc(C2(c3ccc(OC)cc3)NC(=O)N(CC(=O)Nc3ccc(C(=O)N(C)C)cc3)C2=O)cc1 | i | 20.3 | 2.0 | 820
CN1C/C(=C/c2cccs2)C(=O)/C(=C\c2cccs2)C1 | i | 7.9 | -2.7 | 848
Cc1ncc(C[n+]2csc(CCO)c2C)c(N)n1 | i | 17.8&22.3 | -8.7 | 742
CN(C)N1C(N)=C(C#N)C(c2ccc3c(c2)OCO3)C2=C1CCCC2=O (stereo unspecified) | i | 16.4 | -3.3 | 792
O=C(CN1C(=O)NC2(CCCC2)C1=O)N1CCN(S(=O)(=O)c2ccccc2F)CC1 | i | 11.8 | -0.5 | 823
COc1ccc(Cc2nc3ccc(C(=O)N4CCC(N(C)C)C4)cc3o2)cc1 (stereo unspecified) | i | 11.0 | 4.6 | 718
CN1CCN(C(=O)c2cc3cc(F)ccc3[nH]2)CC1 | i | 44.0 | -2.0 | 837
CCN(CC)c1ccc(S(=O)(=O)N2CCOCC2)cc1NC(=O)COC(=O)COc1ccccc1C | i | 19.3 | -7.6 | 570
O/N=C/c1cccc[n+]1CCCCCC[n+]1ccccc1/C=N/O | i | 40.7 | 0.0 | 773
COc1ccc(OC)c(/C=N/NC(=O)c2nnn(-c3nonc3N)c2-c2cccs2)c1 | i | 9.5 | -128.8 | 545
Cc1ccccc1C(=O)c1cccn1CC(=O)NC(C)CCc1ccccc1 (stereo unspecified) | i | 59.1 | -8.7 | 728
O=C(c1ccc(CS(=O)Cc2ccccc2Cl)o1)N1CCN(c2cccc(Cl)c2)CC1 (stereo unspecified) | i | 11.5 | -1.3 | 762
Cc1ccc(N(Cc2cc(=O)[nH]c3ccccc23)C(=O)CCl)c(C)c1 | i | 33.3 | -13.4 | 816
Cc1ccc(CN2CC(C(=O)Nc3ccncc3)CC2=O)cc1 (stereo unspecified) | i | 21.3 | 4.7 | 736
CCOc1cccc2c1OC1(C)CC2NC(=O)N1c1cccc(C(=O)NCc2ccccn2)c1 (stereo unspecified) | i | 35.4 | -0.7 | 672
Cc1ccc(-c2ocnc2C(=O)Nc2ccccc2C(=O)N2CCCC2)cc1 | i | 31.7 | -15.8 | 815
Cc1ccc(NC2CCCN(C(=O)CN3C(=O)c4ccccc4C3=O)C2)cc1C (stereo unspecified) | i | 20.9 | -8.2 | 777
CC1CN(C(=S)Nc2cccc(Cl)c2Cl)CC(C)O1 (stereo unspecified) | i | 2.7 | -0.8 | 801
O=C(CNS(=O)(=O)c1cccs1)N1CCN(c2ccccc2F)CC1 | i | 27.6 | -26.0 | 829
CC(=O)N1CC(C)Oc2ccc(S(=O)(=O)NC(CC(=O)O)c3ccccc3C)cc21 (stereo unspecified) | i | 4.6 | 14.6 | 781
CCn1c(COc2ccccc2OC)nnc1SCC(=O)NC1CCCC1 | i | 14.5 | 13.2 | 825
CSc1nnc2ccc(-c3ccc(C)cc3)nn12 | i | 33.3 | 38.7 | 732
Cc1cccc(N2CCN(C(=O)c3ccc(NC4=NC5CS(=O)(=O)CC5S4)cc3)CC2C)c1 (stereo unspecified) | i | 11.3 | -7.5 | 699
Oc1ccc(/C=N/N(c2ccccc2)c2ccccc2)cc1O | i | 56.9 | -2.4 | 695
Cc1ccc(NC(=S)N2CCCC2)cc1Cl | i | 25.9 | 16.6 | 694
CCc1nn(C(C)C(=O)N2CCN(c3ccccc3)CC2)c(=O)c2cc3occc3n12 (stereo unspecified) | i | 2.9 | -16.6 | 694
O=C(NCC(=O)N(c1ccc(Cl)cc1)C(C(=O)NC1CCCC1)c1ccncc1)c1ccco1 (stereo unspecified) | i | 22.0 | 8.0 | 806
CN(C)S(=O)(=O)c1ccc(Cl)c(C(=O)Nc2cccc3ncccc23)c1 | i | 46.4 | 13.0 | 830
CCc1ccc(CN2CCC(C(=O)Nc3cccc(-c4nnc(C)s4)c3)CC2)o1 | i | 36.2 | -7.3 | 720
COc1ccc2oc(C(=O)NCC3CCCO3)c(C)c2c1 (stereo unspecified) | i | 6.5 | 3.4 | 869
CCOc1cc(-c2cc(-c3ccc(NC(C)=O)cc3)nc(N)c2C#N)ccc1O | i | 31.1 | 5.0 | 821
COc1ccccc1CN1CCC(CNS(=O)(=O)c2cc(-c3cc(C)no3)ccc2C)CC1 | i | 39.8 | -47.8 | 648
CC(C)CN(C(=O)c1cccc(F)c1)c1c(N)n(CC(C)C)c(=O)[nH]c1=O | i | 20.6 | 1.9 | 787
CC(=O)N1CCc2cc(S(=O)(=O)N3CCCCC3C)ccc21 (stereo unspecified) | i | 33.6 | -6.7 | 685
CCN(Cc1ccccc1)C(=O)C1CCN(C(=O)Nc2ccccc2)CC1 | i | 13.7 | 77.2* | 825*
CCOc1ccc(CN2CCN(C(=O)c3ccco3)CC2)cc1 | i | 35.3 | -1.6 | 819
CCC(Oc1ccc(C)cc1)C(=O)Nc1ccc(S(=O)(=O)Nc2cc(C)on2)cc1 (stereo unspecified) | i | 19.7 | 6.7 | 624
O=C(CN(C(=O)c1csnn1)c1cccc2ccccc12)NCc1ccc(F)cc1 | i | 37.4 | -2.8 | 856
CSc1ccc(S(=O)(=O)NC2CC2)cc1 | i | 56.3 | 7.6 | 809
CCCOc1cccc(C(=O)N/N=C/c2coc3ccccc3c2=O)c1 | i | 20.0 | -4.7 | 635
COc1cccc(C(=O)Nc2ccc3ccccc3c2)c1 | i | 65.0 | -12.0 | 806
OC(CNC1CCCC1)COc1ccc(F)cc1 (stereo unspecified) | i | 54.7 | 5.8 | 834
O=C(Nc1ccc(S(=O)(=O)N2CCCCC2)cc1)c1ccc(F)cc1 | i | 12.0 | 2.1 | 750
COc1ccc(CCC(=O)NCC23CC4CC(CC(C4)C2)C3)cc1 | i | 6.9 | -8.5 | 875
CCCOc1ccc(/C=N/NC(=O)CN2CCCCC2)cc1OCC | i | 29.8 | -2.4 | 777
COc1ccc(C(C(=O)NCCC(C)C)N(CCCO)C(=O)c2snc(C(N)=O)c2N)cc1OC (stereo unspecified) | i | 61.6 | 1.7 | 819
COc1cc(C(c2c(C(=O)O)[nH]c3ccccc23)c2c(C(=O)O)[nH]c3ccccc23)ccc1OCc1ccccc1 | i | 53.7 | -7.1 | 809
COCC1CCN(C(=O)c2cc(COc3cncc(Cl)c3)on2)C1 (stereo unspecified) | i | 19.6 | -5.4 | 738
Cc1ccc(CNS(=O)(=O)c2c(C)[nH]c(C)c2C(=O)N2CCCCC2)o1 | i | 12.7 | -6.6 | 687
COc1ccc(CN(C)S(=O)(=O)c2nnc(NC(=O)c3cccc(OC)c3)s2)cc1 | i | 11.2 | 3.5 | 749
Cc1c(C)n(C)c2ccc(C(=O)NCCCN3CCCC3)cc12 | i | 2.2 | -15.9 | 753
COc1ccc(OC)c(S(=O)(=O)NCCCn2ccnc2)c1 | i | 47.6 | -10.4 | 860
Cc1ccc(C(=O)Nc2cccc3[nH]c(C(F)(F)F)nc23)cc1 | i | 42.6 | -16.1 | 824
Cc1ccc(C(=O)N2CCC(n3nccc3NC(=O)C3CCOC3)CC2)cc1 (stereo unspecified) | i | 14.7 | -18.6 | 859
CC(Nc1nc(-c2cccnc2)nc2ccccc12)c1ccc(F)cc1 (stereo unspecified) | i | 59.4 | -3.8 | 791
COc1ccc(O)c(/C=N/NC(=S)NCCc2ccccc2)c1 | i | 16.3 | 4.0 | 786
COc1ccc(NC(=O)CN2CCc3ccccc3C2)c([N+](=O)[O-])c1 | i | 66.6 | -1.8 | 822

Remaining list, next part.
molecule | T cell HTS | T cell HTS vesicle-bound % | Lipid droplet | Lipid droplet cells 6.5 µM
CCNCC(=O)N1c2ccccc2CCc2ccc(NC(=O)OCC)cc21 | i | 30.9 | 3.9 | 848
COc1ccc(CNC(=O)[C@H](C)NC(=O)N2CCn3c2nc2ccccc23)cc1 | i | 26.8 | -0.8 | 728
Cc1cccc(OCC(=O)Nc2ccc3oc(=O)ccc3c2)c1C | i | 44.9 | 6.2 | 849
CC(C)Cc1ccc(CN2CCCC(NC(=O)CCn3cnnn3)C2)cc1 (stereo unspecified) | i | 41.0 | -7.3 | 670
CC1CCN(C(=O)CSc2nnc(-c3ccccc3F)o2)CC1 | i | 28.5 | 9.3 | 780
CC(C)[C@H](NC(=O)N1CCn2c1nc1ccccc12)C(=O)NC1CC1 | i | 24.2 | -12.9 | 703
Cc1c(C(=O)NC2CCCCC2C)oc2ccccc12 (stereo unspecified) | i | 62.1 | -21.4 | 681
CCn1c(SCC(=O)Nc2ccc(N(C)C)cc2)nnc1C1CC1 | i | 53.9 | -1.0 | 806
Cc1ccc(S(=O)(=O)NC2CCCCCC2)cc1C(N)=O | i | 62.3 | -0.9 | 849
CCC(COC)NC(=O)CCc1nnc(Cc2c[nH]c3ccccc23)o1 (stereo unspecified) | i | 56.2 | 34.1 | 820
O=C(CCNC(=O)C1CCN(S(=O)(=O)c2ccc(F)cc2)CC1)NC1CC1 | i | 29.8 | -2.6 | 648
CN(C)Cc1c(O)ccc2c(=O)c(-c3ccccc3Cl)coc12 | i | 69.3 | 7.0 | 786
COc1ccc(S(=O)(=O)N/N=C(/C)c2ccncc2)cc1 | i | 12.4 | 13.2 | 898
Cc1ccc(-c2ccc(=O)n(CC(=O)NCC3COCCO3)n2)cc1 (stereo unspecified) | i | 17.9 | 8.2 | 788
COc1ccc(S(=O)(=O)N2CCCC2)cc1C(=O)O | i | 41.6 | 0.0 | 825
O=C(NC1CCCCC1)C(c1ccccc1)N(C(=O)c1csnn1)C1CC1 (stereo unspecified) | i | 19.6 | 1.2 | 758
O=C(NCCCNC(=O)c1ccc(-c2cc(Cl)ccc2Cl)o1)c1cnccn1 | i | 6.4 | 10.9 | 721
O=C(Nc1nc2ccc(F)cc2s1)Oc1ccccc1 | i | 31.8 | -1.6 | 768
COc1ccnc2c1c(=O)n(Cc1ccc(F)cc1)c(=O)n2C | i | 21.5 | -10.7 | 695
O=C(CCN1CCCCO1)N1CCCC(Nc2ccc(F)c(F)c2)C1 (stereo unspecified) | i | 37.9 | -6.5 | 722
Cc1ccc(S(=O)(=O)N(C)C)cc1NC(=O)CSc1ncn[nH]1 | i | 20.2 | -2.4 | 841
Cc1ccccc1C(OCC(O)CN1CCC(C(N)=O)CC1)c1ccccc1 (stereo unspecified) | i | 22.5 | -4.5 | 863
CCC(C)NC(=O)CN1c2cccc3cccc(c23)S1(=O)=O (stereo unspecified) | i | 24.1 | -1.2 | 784
CC(=O)N1CCN(S(=O)(=O)c2cccc(C(=O)Nc3ccc(F)c(F)c3)c2)CC1 | i | 27.6 | 1.8 | 814
CSc1cccc(NC(=O)CCNS(=O)(=O)c2ccc3[nH]c(=O)oc3c2)c1 | i | 47.1 | 3.4 | 720
CC(C)C[C@H](N)C(=O)N1CCC(C(=O)N[C@H](C(=O)NC(C)c2ccccc2)C(C)C)CC1 (stereo partly specified) | i | 17.9 | -1.6 | 818
Cc1ccc2c(c1)CC(C)N2S(=O)(=O)c1nnc(NC(=O)CC(C)C)s1 (stereo unspecified) | i | 6.5 | -16.2 | 760
CSCC[C@H](NC(=O)c1ccc2ccccc2c1)C(=O)N1CCC2(CC1)NCCc1[nH]cnc12 | i | 37.9 | -0.8 | 774
CCOc1cc(C(=O)Nc2cccc(OCC(=O)N3CCOCC3)c2)cc(OCC)c1OCC | i | 25.9 | 16.4 | 822
CCCC(=O)NC(c1ccc(Cl)cc1Cl)c1ccc2cccnc2c1O (stereo unspecified) | i | 63.9 | -35.9 | 600
O=C(Cc1ccc(F)cc1)N1CCN(c2ccc([N+](=O)[O-])cc2)CC1 | i | 54.3 | -5.2 | 747
COc1cc(Cl)ccc1OCc1cc(C(=O)NC2CCc3ccccc32)no1 (stereo unspecified) | i | 32.4 | -9.6 | 836
c1cc(-c2cn(C[C@H]3CC[C@@H]([C@@H]4CC[C@H](Cn5cc(-c6ccsc6)nn5)O4)O3)nn2)cs1 | i | 12.5 | -26.1 | 723
COc1ccccc1CC(=O)Nc1ccc(S(=O)(=O)N2CCCCC2)cc1 | i | 16.7 | 0.1 | 840
CCOC(=O)C(Cc1ccc(N)cc1)N1C(=O)c2ccccc2C1=O (stereo unspecified) | i | 55.8 | -0.1 | 816
COC(=O)COc1ccc2oc(=O)cc(-c3cc4cccc(OC)c4o3)c2c1 | i | 11.3 | -11.1 | 717
COc1ccc2ccccc2c1/C=N/NC(=O)c1cc(C)[nH]n1 | i | 10.8 | -9.0 | 867
CC(Oc1cccc(Br)c1)C(=O)N1CCCN(C)CC1 (stereo unspecified) | i | 62.4 | 4.7 | 735

The list is partial (hit frequency here may not be typical).
